Compound activity: PubChem BioAssay, Sanford-Burnham Center for Chemical Genomics
GRIN3A LBD mod – modulates the human NR3A ligand-binding domain. NR3A LBD differential scanning fluorimetry, Tm shift; 0% = protein alone, 100% = glycine-bound protein. Tm shift relative to glycine control, % at 25 µM. actives 2.5% (n = 340,000). AID 1259313;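 active = melting temperature shift of at least 10% of the positive control shift, at one fixed dose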
EBI2 antag – EBI2 (human) antagonism | actives 0.81% (n = 360,000) | inhibition, % at 5 µM | P32249 | EBI2 beta-arrestin recruitment, luminescence, 7a,25-OHC stimulated; in the data active = inhibition above about 38%;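 also: enzyme fragment complementation signal reports receptor beta-arrestin coupling in cells; 0% = agonist plus DMSO wells and 100% = wells without agonist; some results beyond the cut were filed as inactive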
Target sequence (P32249 whole entry, looked up, the tested form may be a part): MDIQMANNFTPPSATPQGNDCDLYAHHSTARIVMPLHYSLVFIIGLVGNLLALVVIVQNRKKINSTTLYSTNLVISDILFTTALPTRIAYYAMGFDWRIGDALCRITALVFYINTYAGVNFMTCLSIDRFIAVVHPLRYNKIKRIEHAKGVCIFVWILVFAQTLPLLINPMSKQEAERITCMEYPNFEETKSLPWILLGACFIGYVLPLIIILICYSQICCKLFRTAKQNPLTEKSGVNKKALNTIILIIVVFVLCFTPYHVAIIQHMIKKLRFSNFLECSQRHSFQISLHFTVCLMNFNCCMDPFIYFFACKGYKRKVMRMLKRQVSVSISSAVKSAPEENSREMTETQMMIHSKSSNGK
CCR6 antagonist – blocks CCL20-driven beta-arrestin recruitment at human CCR6. CHO-K1 CCR6 PathHunter beta-arrestin, luminescence, CCL20-stimulated. actives 0.49% (n = 340,000). inhibition, % at 20 µM;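 active = compounds whose inhibition of the agonist-driven luminescence signal at 20 µM reaches about 50%, limit read from the data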;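 also: cells stimulated with CCL20 at 14 nM final; plate controls were DMSO with CCL20 for no effect and DMSO without agonist for full effect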
A3G deaminase – blocks human APOBEC3G single-stranded DNA deamination; recombinant A3G, ssDNA deamination FAM/TAMRA fluorescence; inhibition, % at 20 µM; actives 0.28% (n = 330,000); AID 493012;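 active = inhibition of at least 40% at 20 µM, with no more than 30% in the related APOBEC3A deaminase screen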;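 also: plate controls were DMSO wells with A3G for no effect and wells lacking A3G enzyme for full effect; some compounds called inactive have numbers as strong as hits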
MPTP block – inhibitors of mitochondrial permeability transition pore. actives 1.4% (n = 360,000). inhibition, % at 10 µM. isolated mouse mitochondria, Ca2+ swelling absorbance, 30 min;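 active = inhibition of 50% or more, scaled per plate between neutral and stimulator controls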;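 also: 0% = DMSO wells given calcium and 100% = 1 mM EGTA wells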
APOBEC3A inh – inhibitors of human APOBEC3A DNA deaminase; P31941; recombinant A3A, FAM/TAMRA ssDNA deamination fluorescence; inhibition, % at 20 µM; actives 0.41% (n = 330,000);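 active = at least 40% inhibition at 20 µM here, with at most 30% in a related deaminase screen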;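 also: plate controls were A3A with DMSO for no effect and wells lacking A3A enzyme for full effect; some results filed as inactive read as strong as hits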
Target sequence (P31941 whole entry, looked up): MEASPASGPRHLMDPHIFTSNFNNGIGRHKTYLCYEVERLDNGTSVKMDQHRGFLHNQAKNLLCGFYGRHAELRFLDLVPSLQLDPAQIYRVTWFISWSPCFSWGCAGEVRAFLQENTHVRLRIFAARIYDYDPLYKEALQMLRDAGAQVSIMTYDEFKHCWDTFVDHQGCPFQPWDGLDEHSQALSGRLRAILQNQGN
Gli-Sufu antag – Gli-Sufu pathway antagonism. Sufu-KO-LIGHT fibroblasts, Gli luciferase reporter luminescence. inhibition, % at 5 µM. actives 0.74% (n = 340,000). AID 588413;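 active = inhibition above about 55%, limit read from the data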;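 also: 0% = DMSO-treated cells and 100% = wells with medium but no cells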
CXCR6 inh – blocks human CXCR6 beta-arrestin recruitment. inhibition, % at 20 µM. CHO-K1 PathHunter CXCR6 beta-arrestin, luminescence. actives 0.36% (n = 360,000); in the data active = inhibition above about 34%, passing the limit was not always enough;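 also: antagonist mode with CXCL16 agonist at 10 nM final; 0% = 10 nM CXCL16 with DMSO and 100% = unstimulated wells without agonist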
Target sequence (O00574 whole entry, looked up): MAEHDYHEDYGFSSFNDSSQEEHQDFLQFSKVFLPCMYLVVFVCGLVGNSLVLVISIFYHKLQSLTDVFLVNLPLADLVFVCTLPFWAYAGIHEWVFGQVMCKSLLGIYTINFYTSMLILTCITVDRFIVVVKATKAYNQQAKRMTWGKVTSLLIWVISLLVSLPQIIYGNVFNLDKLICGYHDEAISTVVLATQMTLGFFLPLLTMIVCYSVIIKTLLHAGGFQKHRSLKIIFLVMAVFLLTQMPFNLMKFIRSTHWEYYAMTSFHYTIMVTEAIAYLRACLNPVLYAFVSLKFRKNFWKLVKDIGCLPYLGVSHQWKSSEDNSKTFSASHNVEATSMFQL
An asterisk follows results filed as active; / = not tested or not shown.

The line under a structure holds: GRIN3A LBD mod, EBI2 antag, CCR6 antagonist, A3G deaminase, MPTP block, APOBEC3A inh, Gli-Sufu antag, CXCR6 inh
O=C(c1ccco1)N1CCN(Cc2ccc(F)cc2Cl)CC1
    0, -33, 1, -5, -0.7, 1, 11, -1
COc1ccc(/C=C(\C#N)C(=O)NCc2cccnc2)cc1OC
    0, 2, 3, -1, -1.4, 0, 0, 6
CNCCOc1nc(N2CCOCC2)nc(C)c1[N+](=O)[O-]
    0, 3, 9, -4, 0.7, -4, -4, -8
CCOC(=O)c1c(C)[nH]c(N=Nc2ccccc2C)c1C
    -3, 13, 16, 0, 2.9, -2, -60, 5
O=C(O)CCN1C(=O)/C(=C2\C(=O)N(Cc3ccccc3Cl)c3ccccc32)SC1=S
    /, 0, /, -1, 9.6, -1, /, 16
CCCCc1ncc(CN2CCC(n3nccc3NC(=O)c3ccccc3Cl)CC2)[nH]1
    0, 12, 12, -5, 0.2, -6, 27, 11
CCc1ccc(CNC(=O)c2ccc(NC(=O)C3=CSCCO3)cc2)cc1
    -7, 19, -8, -5, -2.4, -3, 0, -3
COc1cccc(SCc2noc(C(=O)NCC3CC3)c2C(=O)NCC2CC2)c1
    -10, -8, 12, -6, -0.6, 3, 0, 8
O=C(CCCC(=O)c1ccc(F)cc1)c1ccc(F)cc1
    1, -15, 14, -6, -1.0, -5, -10, -4
Cc1ccc(S(=O)(=O)Nc2cc(C)on2)cc1
    -1, -6, 9, 15, 0.9, -8, -2, -1
c1ccc2c(c1)Nc1cc3ccccc3cc1S2
    1, -15, -12, -15, 2.7, -4, -32, -20
c1cnc2ccc(C(c3nnnn3C3CCCC3)N3CCN(c4nc5ccccc5s4)CC3)cc2c1 (centres undefined)
    -1, 6, 15, -8, -0.3, -4, -1, 13
COc1ccccc1C(CC(=O)N1CCCC1)c1ccc2c(c1)OCO2 (centres undefined)
    -1, 1, 16, -9, 0.7, -1, 5, -8
O=C(CSc1ncccc1-c1nc2ccccc2[nH]1)NC1CC1
    0, -4, -18, -1, -1.9, 6, 9, -4
O=C1Nc2ccccc2/C1=N/c1sc2c(c1C(=O)NCCc1ccccc1)CCCC2
    -20, 11, 25, -2, 3.2, 44*, 6, -2
CSc1ccccc1C(=O)Nc1cccc(C(C)=O)c1
    0, 0, -7, -7, -0.6, -6, -3, 2
COc1ccc(OC)c(S(=O)(=O)N2CCN(Cc3ccccc3)CC2)c1
    -2, -2, -2, 10, 0.1, -5, 12, -2
CCOC(=O)c1ccc(N/C=C\C(=O)c2cccc(OC)c2)cc1
    -4, 7, 8, 0, 2.3, -3, -52, 1
C[C@H]1C=C(C(=O)N2CCOCC2)O[C@@H](OCc2ccc(CO)cc2)C1
    1, -17, -9, -6, -1.8, -1, -4, -1
COc1ccc(S(=O)(=O)NCc2cccs2)cc1
    -3, -6, 11, -3, 1.8, 2, -3, -3
Cn1cccc1C(=O)NC(=O)CSc1cccc[n+]1[O-]
    1, -21, -1, -5, -1.6, -6, -4, 13
CC(=O)Nc1ccc(S(=O)(=O)N2CCCN(S(=O)(=O)c3ccc(C)cc3)CC2)cc1
    1, 3, 6, -6, 2.5, 1, -1, 4
Cc1ccc(CCNC(=O)CN(c2cc(C)cc(C)c2)S(=O)(=O)c2c(C)noc2C)cc1
    3, 3, 1, -5, 0.1, -3, -12, 11
COc1ccc(CCC(=O)OCC(=O)Nc2ccccc2)cc1
    -20, 0, 4, 17, 0.4, -4, 27, -4
COC(=O)Cc1ccc(NC(=S)N2CCN(CCO)CC2)cc1
    -1, 11, 4, 1, 0.6, 1, -1, 4
Cc1ccc(C(=O)NN=C2CCCCCC2)s1
    1, -7, 0, -7, -0.4, -1, 27, 7
CN/C(=C\[N+](=O)[O-])NCCSCc1csc(CN(C)C)n1
    -2, -5, -2, -7, -1.8, -1, 26, -7
Cc1cc2nc(N3CCN(C(=O)c4ccco4)CC3)sc2cc1C
    0, 13, -1, -2, -0.6, 0, -63, -13
O=C(C[n+]1cc(-c2ccc(Cl)c(Cl)c2)n2c1CCC2)N1c2ccccc2Sc2ccccc21
    -7, 5, -9, -4, 7.5, 2, 21, 2
CCCc1nnc(SCC(=O)Nc2cc(C)on2)n1CCOC
    0, 4, 9, -3, -0.2, -1, -2, -1
CC(C)(C)NC(=O)CSC(=Nc1cccc(F)c1)NC#N
    -2, 8, 6, 1, 1.5, 2, 6, -9
Cc1ccc(C)c(N2CCN(C(=O)c3cc(S(=O)(=O)N4CCCC4)cn3C)CC2)c1
    -1, 8, 0, -2, 0.4, -2, 3, 4
O=C(Nc1ccon1)c1cccc(S(=O)(=O)N2CCCCCC2)c1
    1, -1, 29, 1, 0.7, 1, -4, 3
O=c1c2sccc2[nH]c(=S)n1-c1ccccc1
    0, -13, 9, -7, 0.2, -5, 2, -2
Cc1ccc(Cl)c(OCCCCN2CCC(C)CC2)c1
    2, 3, 2, /, 17, /, 3, 12
O=C(c1ccc(NS(=O)(=O)c2ccc(F)cc2)cc1)N1CCC1
    -1, 7, 11, -4, -0.7, -3, -5, -2
COc1cc(-c2c(C#N)c(N)nc3c2CCCC3)cc(OC)c1OC
    0, -4, 3, 2, 5.7, 2, 11, 6
Cc1cc(C)c(C(=O)COC(=O)Cn2nc(-c3ccccc3)oc2=O)cc1C
    0, 0, -7, -1, -2.4, -5, -23, 3
CC(c1ccco1)N(C(=O)c1ccccc1F)c1ccccn1 (centres undefined)
    0, -4, 5, -5, 2.0, -4, -24, 3
CCCN1Cc2cccc(C(=O)NCc3ccc(C)cc3)c2C1=O
    -6, 4, 18, -5, -0.2, -1, -4, -2
O=C(CN1CCN(Cc2ccccc2)CC1)Nc1ccc([N+](=O)[O-])cc1C(=O)Nc1ccccc1F
    -2, -8, 6, -8, 0.8, 2, 24, 5
O=C1CC(C(=O)Nc2cccc3ccccc23)C2(CCCC2)O1 (centres undefined)
    0, -5, 6, -4, -0.4, -3, 3, -4
CCCc1[nH]nc2c1C(CCC)C(C#N)=C(N)O2 (centres undefined)
    -2, -11, -3, 1, 1.7, -1, 6, 1
Cc1cc(C)c2ccc3c(C)c(C)nc3c2[nH]1
    -1, 23, 11, 1, 2.5, -1, 7, -4
OC(c1ccccc1)C(CN1CCOCC1)c1ccccc1 (centres undefined)
    -1, 3, 1, -1, 1.5, 2, 2, -11
CCOC(=O)C1CCCN(Cc2nc(Cc3cccc(F)c3)no2)C1 (centres undefined)
    0, -7, 2, 3, 1.9, 6, 5, -1
O=C(O)c1[nH]c2ccccc2c1C(c1c(F)cccc1Cl)c1c(C(=O)O)[nH]c2ccccc12
    3, 0, 6, -1, -0.6, 1, 3, 9
CCOc1ccc(C/C(O)=C2\C(=O)CC(C)(C)CC2=NCC(=O)O)cc1OCC
    1, -6, 10, -1, -1.0, -4, 6, 3
CC(C)CN(Cc1c(O)ccc2c(=O)c(-c3ccccc3)coc12)CC(C)C
    -7, 4, -2, -5, 0.9, -2, -1, -2
Cc1cccc(NC(=O)CN2C(=O)NC(Cc3ccccc3)C2=O)c1 (centres undefined)
    4, 18, -9, -4, -4.9, 6, 1, 2

Next part:
The line under a structure holds: GRIN3A LBD mod, EBI2 antag, CCR6 antagonist, A3G deaminase, MPTP block, APOBEC3A inh, Gli-Sufu antag, CXCR6 inh
CN(C(=O)CN1CCN(c2ccccc2F)CC1)C1CCCc2ccccc21 (centres undefined)
    0, 2, -4, -11, -0.4, -2, 21, 0
Cc1ccc(S(=O)(=O)N2CCCCC2)cc1NS(=O)(=O)c1ccccc1F
    -1, 6, 17, 0, 0.5, 0, 3, 1
Cc1cc(=S)c2cccc(C)c2[nH]1
    -1, /, -14, -4, /, 0, -3, /
CCOc1cc(C)c(-c2onc(C(F)(F)F)c2-c2csc(C)n2)c(O)c1
    1, 1, 9, -3, 70*, 1, 5, -6
COC(=O)CN1C(=O)[C@H]2[C@@H](c3ccc(C)o3)N3C(=O)CN(Cc4ccccn4)C(=O)[C@@]3(C)[C@H]2C1=O
    0, -4, 4, 4, 1.0, 0, -1, 104*
COc1ccc(-c2nc(CSCC(=O)N3CCN(C)CC3)c(C)o2)cc1OC
    0, 0, -1, -3, -2.6, -1, -5, -1
COC(=O)C1=C(C)N(Cc2ccccc2)C(=O)/C1=C\c1ccco1
    -1, 9, 10, 17, 2.5, 4, 33, 8
CCN(CC)C(=O)c1cccc(NC(=O)c2ccccc2OCc2c(C)noc2C)c1
    -1, -9, 4, -7, -0.8, -4, 0, 2
O=C(Nc1nnc(COc2ccccc2)s1)C1CCN(S(=O)(=O)c2ccc(Cl)cc2)CC1
    -4, 7, -4, -6, -0.7, -2, 9, 2
O=C(Nc1ccccc1F)c1ccc(Br)o1
    -2, -2, 15, -4, 0.7, 0, -12, 6
O=S(=O)(Nc1ncccn1)c1ccc(NC(=S)NCCc2ccccc2)cc1
    -4, -1, 0, -2, 0.4, -1, -1, -7
CCOc1ccc(S(=O)(=O)NCCC(=O)Nc2ccncc2)cc1
    1, 0, -2, -6, 0.6, -4, -3, -4
Fc1ccc(C2=Nc3cccc4cccc(c34)N2)cc1
    0, -13, -6, -5, 7.3, -2, -9, -10
Cc1cc(=O)oc2c(C)c(OCC(=O)NCCN3CCOCC3)ccc12
    1, -4, 14, -8, -0.7, -4, -3, -11
CCOC(=O)N1CCN(C(=O)c2ccccc2NC(=O)c2ccc(C(C)(C)C)cc2)CC1
    -1, -10, 7, -6, -1.4, -2, -5, 2
Cc1ccc(NC(=O)c2cc(N3C(=O)C4CC=CCC4C3=O)ccc2N2CCCCC2)cc1 (centres undefined)
    3, 27, 12, 0, 0.5, 1, 4, 4
COc1ccccc1Cn1[nH]nnc1=S
    2, 6, -4, 9, 1.7, -3, 7, 5
CCC1CCCCN1C(=S)Nc1cccc(S(=O)(=O)N(C)C)c1 (centres undefined)
    1, -7, 4, 1, 3.8, 4, 0, 2
Cc1cc(C)c(NC(=O)CN2C(=O)NC3(CCCCC3)C2=O)c(Cl)c1
    -2, -1, -2, -2, 0.4, -6, 10, -5
O=C(CN1C(=O)S/C(=C\c2ccccc2F)C1=O)Nc1ccccc1O
    7, -6, -1, -6, 1.7, 1, 4, -2
CCC(=O)NC(c1ccccc1OC)c1ccc2cccnc2c1O (centres undefined)
    -4, 5, 9, -6, -0.2, -4, 49, 2
NS(=O)(=O)c1cccc(NC(=O)COC(=O)CN2C(=O)c3ccccc3C2=O)c1
    2, -3, 5, -4, -1.8, 1, -5, -5
O=C(Nc1cccc(C(=O)N2CCOCC2)c1)c1cncc(Br)c1
    -1, -5, -1, 15, 1.9, 36, 0, -1
C[C@H](NC(=O)OCc1ccccc1)C(=O)N[C@@H](Cc1c[nH]c2ccccc12)C(=O)O
    -1, -15, 1, -7, -0.2, -3, -3, -2
CSc1ncc(CN2CCCC(C(=O)c3ccc(C(C)(C)C)cc3)C2)cn1 (centres undefined)
    3, -6, 20, -6, 1.1, -1, 9, 3
Oc1ccc(-n2cccc2/C=N/n2cnnc2)cc1
    0, -4, -2, -3, -1.7, -2, 0, -2
O=C(NCCC1=CCCCC1)c1cc(S(=O)(=O)N2CCCCC2)ccc1Cl
    2, 3, 23, 2, -1.7, 4, -12, 5
O=c1cc2oc3cc(O)c(O)cc3c(-c3ccccc3[N+](=O)[O-])c-2cc1O
    -22, 10, 78*, 1, 30, 5, 28, 58*
COc1ccc(CNCCS(=O)(=O)NCc2ccc(OC)cc2)cc1
    0, 14, 3, /, -0.7, /, 7, 0
O=C(Nc1ccccc1N1CCOCC1)c1ccccc1NS(=O)(=O)c1ccc(F)c(F)c1
    -8, -3, 9, 2, 62*, 2, 5, -2
COc1cccc(C2NC(=O)CCC2[N+](=O)[O-])c1 (centres undefined)
    2, -3, -14, -8, -1.4, 1, -7, -2
O=C1c2ccc(-c3ccc(Cl)c(C(F)(F)F)c3)cc2S(=O)(=O)c2cccc(C(=O)N3CCN(c4ccc(Cl)cn4)CC3)c21
    0, -3, 6, -6, 3.1, 1, 16, -14
